# High-throughput results deposited in PubChem by NCI.
# yeast mlh1 rad18: NCI yeast anticancer drug screen, S. cerevisiae mlh1 rad18 strain. 79,000 compounds, 11% hits. % growth inhibition at 50 µM;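 also: 0% = growth of vehicle-only cultures of the same strain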
#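 Cells of a genetically altered yeast strain, deficient in DNA damage repair, were treated with compound. Their growth was then compared with that of vehicle-treated cultures to give inhibition.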
# yeast bub3: NCI yeast anticancer drug screen, S. cerevisiae bub3 mutant strain | % growth inhibition at 50 µM | 78,000 compounds, 9.9% hits | AID 167, 2004;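 also: 0% = growth of vehicle-only cultures of the same strain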
#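 Whole-cell yeast assay. The mutant strain was incubated with compounds, and growth inhibition was determined by comparison with vehicle-treated cells.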
# mec2-1: NCI yeast anticancer drug screen, S. cerevisiae mec2-1 strain. % growth inhibition at 50 µM. 79,000 compounds, 9% hits;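 also: 0% = growth of vehicle-only cultures of the same strain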
#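 Yeast mec2-1 mutant treated with compound. Readout: growth inhibition vs vehicle controls.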
# yeast sgs1 mgt1: NCI yeast anticancer drug screen, S. cerevisiae sgs1 mgt1 strain; growth inhibition, % at 50 µM; 78,000 compounds, 10% hits; AID 161, 2004;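 also: 0% = growth of vehicle-only cultures of the same strain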
#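 Genetically altered yeast, compound exposure, growth inhibition relative to vehicle.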
# cln2 rad14: NCI yeast anticancer drug screen, S. cerevisiae cln2 rad14 strain | 78,000 compounds, 8.3% hits | % growth inhibition at 50 µM | AID 165, 2004;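 also: 0% = growth of vehicle-only cultures of the same strain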
#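 Strain: cln2 rad14 yeast, altered in cell cycle control and DNA damage repair. Read-out: growth inhibition vs vehicle.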
# yeast rad50: NCI yeast anticancer drug screen, S. cerevisiae rad50 strain. AID 155, 2004. 79,000 compounds, 10% hits. growth inhibition, % at 50 µM;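 also: 0% = growth of vehicle-only cultures of the same strain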
#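 Genetically altered yeast (DNA repair pathway); compound treatment; growth inhibition vs vehicle ctrl.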
# * = called active by the depositor. Rule as the data show it: active = growth inhibition above about 70%; inactive = the rest. Rows are unselected; overall some 13% were active at least once.
structure	yeast mlh1 rad18	yeast bub3	mec2-1	yeast sgs1 mgt1	cln2 rad14	yeast rad50
COc1ccc(C2Oc3c(cccc3OC)C=C2[N+](=O)[O-])cc1 (centres undefined)	44	45	40	38	-4	40
CC1(C)SC(N=C=Nc2ccccc2)CN1C=O (centres undefined)	0	10	2	-14	-10	9
COc1ccc2c(c1)CCCN2c1ccc(N=C(N)N)cc1	16	28	-6	-2	-18	3
O=S1(=O)C=CC(N/N=C\c2ccc3ccccc3n2)=C1	-7	10	-11	-4	-37	5
CCO/N=C1\CCCCC1SS(=O)(=O)O (centres undefined)	32	8	-14	32	15	40
CCN(CC)CCNc1ccc2ncn3c4ccccc4c(=O)c1c23	43	29	9	-16	33	20
CCOC(=O)c1ccc(Nc2cnc3cc(C(F)(F)F)ccc3n2)cc1	-28	6	7	-25	9	-6
CC(C)=C(NC(=O)c1ccccc1)C(=O)O	13	-3	0	-5	22	14

# 2 of these compounds in a different format.
# Every second line gives: yeast mlh1 rad18 | yeast bub3 | mec2-1 | yeast sgs1 mgt1 | cln2 rad14 | yeast rad50
- CCOC(=O)c1ccc(Nc2cnc3cc(C(F)(F)F)ccc3n2)cc1
→ -28 | 6 | 7 | -25 | 9 | -6
- CC(C)=C(NC(=O)c1ccccc1)C(=O)O
→ 13 | -3 | 0 | -5 | 22 | 14

# Next section.
structure	yeast mlh1 rad18	yeast bub3	mec2-1	yeast sgs1 mgt1	cln2 rad14	yeast rad50
O=C(OC[P+](c1ccccc1)(c1ccccc1)c1ccccc1)c1ccccc1	81*	39	47	45	34	44
CC1CCC(C)(C)c2ccccc21 (centres undefined)	2	-8	-7	-2	-2	3
CN1C(=O)N(c2nc3ccccc3[nH]2)C(C)(C)C1=O	19	6	2	-24	-6	5
O=C(O)/C=C(/CC(=O)O)C(=O)O	-7	-28	-11	-17	0	-35
NCc1ccccc1C1CSCSC1	-49	-24	-30	-44	-3	-37
CCOC(=O)CCCCCOCOC	-33	-4	1	1	2	27
O=C(CCCC1CCCCC1)OC1CCCCC1	-1	-4	8	9	-8	5
CC(=O)Nc1ccc(S(=O)(=O)N/N=C/C(=O)O)cc1	-17	5	-32	-40	-22	-16

# (cont.)
structure	yeast mlh1 rad18	yeast bub3	mec2-1	yeast sgs1 mgt1	cln2 rad14	yeast rad50
O=C(N/N=C(\C1=Nc2ccc(Cl)cc2NC1O)C(O)/C=C/c1ccccc1)c1ccncc1 (centres undefined)	8	-4	4	-9	-21	18
CC1=C(C#N)C(=O)N(C)C(=O)C1(Cl)Cl	9	5	-8	-7	15	-1
COC(=O)C(=O)C1(c2nc3n(c2O)/C(=N/C(=O)Nc2ccc(Cl)cc2)N=N3)CCCCCC1=O (centres undefined)	22	4	13	24	14	23
OCC(O)C1OC(n2cnc3c(=S)nc[nH]c32)C(O)C1O (centres undefined)	-11	-6	-7	-4	-43	3
O=C(NC(=S)Nc1ccc(Cl)c(Cl)c1)c1cccc([N+](=O)[O-])c1	6	-3	3	11	1	-6
Nc1c2c(=O)[nH]c(=O)c2c(N)c2c(=O)c3ccccc3c(=O)c12	61	29	36	38	34	78*
OCCCc1ccco1	-5	1	-7	1	-17	6
O=C(Nc1cccc(C(F)(F)F)c1)c1ccco1	17	11	10	29	4	34

# As entered above.
# In yeast mlh1 rad18, O=C(Nc1cccc(C(F)(F)F)c1)c1ccco1 is entered as 17
# In yeast rad50, CC1CCC(C)(C)c2ccccc21 (centres undefined) is entered as 3
# In yeast mlh1 rad18, CC1(C)SC(N=C=Nc2ccccc2)CN1C=O (centres undefined) is entered as 0
# In yeast rad50, O=C(OC[P+](c1ccccc1)(c1ccccc1)c1ccccc1)c1ccccc1 is entered as 44

# The list goes on.
structure	yeast mlh1 rad18	yeast bub3	mec2-1	yeast sgs1 mgt1	cln2 rad14	yeast rad50
O=C(Nc1ccc(F)c([N+](=O)[O-])c1)Nc1ccc(Cl)cc1C(F)(F)F	25	-3	2	1	3	15
COc1cc(/C=C2\C(=O)N(C(=O)Cc3ccccc3)N=C2C)cc(OC)c1OC	-23	-10	-41	-14	5	3
COc1cc(-c2cc(OC)c(N)cc2Br)c(Br)cc1N	36	54	17	61	50	39
CCOC1OC(=O)C(=O)C1=O (centres undefined)	-17	0	-8	-27	-11	-3
CCCC1N(C)CCCN1C	6	-21	1	4	-14	7
c1ccc2c(C3OCC4(CCC4)CO3)cccc2c1	5	-2	5	0	-1	9
COC1OC2COC(C)(C)OC2C2OC(C)(C)OC12 (centres undefined)	16	-18	5	6	-6	1
O=C(O)c1ccccc1C(=O)CCC(=O)c1ccccc1C(=O)O	1	0	-7	14	-9	-44

# The list goes on.
structure	yeast mlh1 rad18	yeast bub3	mec2-1	yeast sgs1 mgt1	cln2 rad14	yeast rad50
COc1ccc(N2C(=O)C(=O)C3(CCCCC3)C2=O)c(OC)c1OC	-6	12	-11	-23	-2	-25
O=C1CC2C3CC1C2C(=O)O3 (centres undefined)	4	16	4	23	32	14
CCOC(C)(OCC)C(N)c1ccccc1 (centres undefined)	1	-7	19	0	-6	14
S=C1NNC2(C(=S)N1)c1ccccc1-c1ccccc12	55	3	-11	15	5	32
CN(/C(=C/C(=O)c1ccccc1)C(=O)c1ccccc1)/C(=C/C(=O)c1ccccc1)C(=O)c1ccccc1	27	-4	3	-1	-5	-27
CN(C)CCC(=O)C(=Cc1ccccc1Cl)C(=O)CCN(C)C	-4	-1	-6	-17	0	-7
COc1ccccc1Nc1nc(N)nc(N)c1N=O	-56	-35	-36	-16	-28	11
CCNC(=S)N/N=C(/C)c1cccc(/C(C)=N\NC(=S)NCC)n1	38	54	38	64	19	57

# Continued.
structure	yeast mlh1 rad18	yeast bub3	mec2-1	yeast sgs1 mgt1	cln2 rad14	yeast rad50
COC(=O)Nc1nc2ccc(C3(c4ccc(F)cc4)OCCO3)cc2[nH]1	80*	84*	35	79*	56	-6
CSc1ccc2c(cc1=O)[C@@H](NC(C)=O)CCc1cc(O)c(O)c(O)c1-2	23	17	12	18	5	7
CCOCCOC(=O)Nc1ccc(C)c(NC(=O)OCCOCC)c1	-5	5	-19	9	4	-1
O=C(Nc1ccccc1)C(Cl)(c1ccccc1)c1ccccc1	11	15	4	-8	35	9
CN1CCC(=O)N1	0	16	-15	-14	-22	-4
COc1cc(C(=O)/C(C)=N/O)cc([N+](=O)[O-])c1OC	-3	6	-22	4	-17	4
Cn1c2ccc3cc2c(=S)c2cc(ccc21)OCCOCCOCCOCCOCCO3	10	-13	-16	1	-17	32
CCC(=O)C(C)=C1OCCO1	-8	0	-5	-7	-39	9

# The results go on.
Compound	yeast mlh1 rad18	yeast bub3	mec2-1	yeast sgs1 mgt1	cln2 rad14	yeast rad50
O=C1CCCC2=C1CC1=C(CCCC1=O)N2c1ccc([N+](=O)[O-])cc1	-19	0	-30	-42	-10	-36
CCOC(=O)C1CN(c2ccccc2)C(=O)C1=O (centres undefined)	40	11	16	22	11	23
Cc1ccc(OCC2OC(n3cnc4nc(Nc5ccc(Cl)c(Cl)c5)nc(Cl)c43)CC2Oc2ccc(C)cc2)cc1 (centres undefined)	-33	-20	11	-40	14	7
[N-]=[N+]=Nc1c([N+](=O)[O-])c(=O)n(-c2ccccc2)c2ccccc12	68	61	67	70*	47	65
CC(=O)Nc1ccc(C(=O)NN2C(=O)C(Cl)C2c2ccccc2)cc1 (centres undefined)	-29	-29	-18	-49	-10	-22
O=C(O)/C(Cc1ccnc2ccccc12)=N\O	0	-23	3	-15	0	-1
COC(=O)c1nc(N)nc(C(=O)OC)c1C(=O)c1ccc([N+](=O)[O-])cc1	-41	-45	-24	-37	-22	-21
CN(C)CCC(O)c1ccc2c(c1)c1ccccc1n2C (centres undefined)	26	12	8	19	5	10

# Following part.
Compound	yeast mlh1 rad18	yeast bub3	mec2-1	yeast sgs1 mgt1	cln2 rad14	yeast rad50
CN(C)C(=O)Nc1cccc2c(NC(=O)N(C)C)cccc12	-2	-4	4	11	12	-1
O=C(CBr)c1cc(-c2ccc(Cl)cc2)nc2ccccc12	99*	99*	99*	99*	98*	99*
CC(=O)NC1(C)C2CCC3(C)N=C(C)C1CC3C2 (centres undefined)	13	-2	-8	3	3	5
COC(=O)c1cc(=O)n(-c2ccccc2OC)c(SC)n1	98*	95*	89*	92*	49	89*
CCCC/C=C(/CCCCOCOCCOC)[Si](C)(C)C	31	12	-2	16	86*	-13
COc1cccc2c1CCC1=CC(=O)CCC12C (centres undefined)	-1	17	6	18	29	22
NC(=O)C1=C2NC(=O)c3ccccc3C2C2=C1CCCC2 (centres undefined)	-4	-8	20	13	-10	-2
CCCCCCCCCCCCCCCCOc1ccc(S(=O)(=O)NC(C)(C)C)cc1[N+](=O)[O-]	19	21	-17	8	-2	9

# Remaining list, next part.
Compound	yeast mlh1 rad18	yeast bub3	mec2-1	yeast sgs1 mgt1	cln2 rad14	yeast rad50
Cc1ccc(S(=O)(=O)Oc2cc(S(=O)(=O)O)cc3cc(S(=O)(=O)O)cc(N)c23)cc1	-6	-10	-11	-48	-23	-3
C=C(CN(C)C)c1ccccn1	-18	-13	-5	-2	-17	-12
Cc1cccc2cc3ccc4ccccc4c3cc12	21	4	14	22	15	30
OCCCC(O)(c1ccccc1)c1ccccc1	-69	-59	28	-20	8	-19
CCOC(=O)CC1C(=O)N(c2nc(-c3ccc(Br)cc3)cs2)N=C1C (centres undefined)	76*	4	23	61	32	44
CC(=O)C1(O)C(Br)CC2C3CC=C4CC(O)CCC4(C)C3CCC21C (centres undefined)	84*	85*	80*	86*	88*	90*
O=C(CCCN1CCC2(CC1)C(=NC1CCCCC1)NC(=O)N2c1ccccc1)c1ccc(F)cc1	-7	14	-4	-3	3	-11
CCC(C)(O)c1cn(-c2ccc(Cl)cc2)nn1 (centres undefined)	0	-7	-33	-4	16	-31

# Remaining list, next part.
Compound	yeast mlh1 rad18	yeast bub3	mec2-1	yeast sgs1 mgt1	cln2 rad14	yeast rad50
CCCCC(C)NC(=O)c1ccccc1 (centres undefined)	2	-4	11	-24	-52	4
O=C(Oc1cccc(OC(=O)c2ccccc2O)c1)c1ccccc1O	-5	26	-8	10	-31	-1
C/C(=N\[N+](C)(C)C)c1ccc2ccccc2c1	-10	-6	-2	-2	6	10
CC1(C)CC(N)=CC(=S)N1	-5	-4	-9	8	-20	3
CC(=O)OC1CCCCC1C1CCCCC1 (centres undefined)	14	7	-5	-10	-23	7
CCOC(=O)CC1OCCO1	-5	2	-3	-25	5	8
CC(C)CCC[C@@H](C)[C@H]1CC[C@H]2[C@@H]3CC[C@H]4OC(=O)CC[C@]4(C)[C@H]3CC[C@]12C	-10	-28	-34	-30	-2	-19
CCCC[N-]CC(O)C[NH-].O=C(O)CC(=O)O.[Pt+2] (centres undefined)	30	1	23	22	80*	12

# Structures shown so far containing two or more sulfur atoms, in the order listed:
Compound	yeast mlh1 rad18	yeast bub3	mec2-1	yeast sgs1 mgt1	cln2 rad14	yeast rad50
CCO/N=C1\CCCCC1SS(=O)(=O)O (centres undefined)	32	8	-14	32	15	40
NCc1ccccc1C1CSCSC1	-49	-24	-30	-44	-3	-37
S=C1NNC2(C(=S)N1)c1ccccc1-c1ccccc12	55	3	-11	15	5	32
CCNC(=S)N/N=C(/C)c1cccc(/C(C)=N\NC(=S)NCC)n1	38	54	38	64	19	57
Cc1ccc(S(=O)(=O)Oc2cc(S(=O)(=O)O)cc3cc(S(=O)(=O)O)cc(N)c23)cc1	-6	-10	-11	-48	-23	-3

# Later entries
Compound	yeast mlh1 rad18	yeast bub3	mec2-1	yeast sgs1 mgt1	cln2 rad14	yeast rad50
Cc1cccc(N2C(=O)C3c4[nH]c5ccccc5c4C4CCC(C(C)(C)C)CC4C3C2=O)c1C (centres undefined)	-4	0	-15	-13	11	27
CN(C)C(=S)Oc1cc(Cl)c(Cl)cc1Cl	96*	91*	96*	91*	82*	86*
CN1CCc2nc[nH]c2C1	10	6	-5	3	10	17
CCCCC(O)(CCCC)CC(C)(C)C	-1	3	2	-9	19	-3
C/C(=N\O)c1ccc2cc(Br)c3ccccc3c2c1	97*	96*	97*	98*	96*	96*
O=C1C(CN2CCCC2)C(O)=C(c2ccccc2)N1c1ccccc1 (centres undefined)	43	30	15	75*	19	52
O=C(/C=C/c1ccc(OCCCOc2ccc(/C=C/C(=O)c3ccccc3)cc2)cc1)c1ccccc1	-10	-38	-18	-4	-57	14
COc1ccc2c(c1)S(=O)(=O)C(c1ccccc1)=CC2=O	99*	99*	100*	99*	98*	100*
O=C(CNS(=O)(=O)Cc1ccccc1)NCC(=O)NNc1ccccc1	82*	20	29	58	44	60
O/N=C/C1c2ccccc2-c2ccccc21	97*	99*	99*	51	96*	56
COc1cc(/C=C/C(=O)OCCc2ccccc2)ccc1O	61	90*	82*	90*	89*	75*
